# Compound activity as filed in PubChem.
# Tau fil binding: binders of human tau filaments | P10636 | recombinant tau filaments, thioflavin S fluorescence, 15 h; filaments grown with octadecylsulfate alongside compound | Potency, µM (doses to about 57.1 µM), for inactives: top-dose activity change, negative = inhibition | 71,000 compounds, 2% hits;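 note: potency is the fitted concentration of half-maximal effect; % is set by controls: 0 for no effect and ±100 for the full control effect; actives lower thioflavin S fluorescence by blocking filaments or displacing dye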
# Target sequence (P10636 whole entry, looked up): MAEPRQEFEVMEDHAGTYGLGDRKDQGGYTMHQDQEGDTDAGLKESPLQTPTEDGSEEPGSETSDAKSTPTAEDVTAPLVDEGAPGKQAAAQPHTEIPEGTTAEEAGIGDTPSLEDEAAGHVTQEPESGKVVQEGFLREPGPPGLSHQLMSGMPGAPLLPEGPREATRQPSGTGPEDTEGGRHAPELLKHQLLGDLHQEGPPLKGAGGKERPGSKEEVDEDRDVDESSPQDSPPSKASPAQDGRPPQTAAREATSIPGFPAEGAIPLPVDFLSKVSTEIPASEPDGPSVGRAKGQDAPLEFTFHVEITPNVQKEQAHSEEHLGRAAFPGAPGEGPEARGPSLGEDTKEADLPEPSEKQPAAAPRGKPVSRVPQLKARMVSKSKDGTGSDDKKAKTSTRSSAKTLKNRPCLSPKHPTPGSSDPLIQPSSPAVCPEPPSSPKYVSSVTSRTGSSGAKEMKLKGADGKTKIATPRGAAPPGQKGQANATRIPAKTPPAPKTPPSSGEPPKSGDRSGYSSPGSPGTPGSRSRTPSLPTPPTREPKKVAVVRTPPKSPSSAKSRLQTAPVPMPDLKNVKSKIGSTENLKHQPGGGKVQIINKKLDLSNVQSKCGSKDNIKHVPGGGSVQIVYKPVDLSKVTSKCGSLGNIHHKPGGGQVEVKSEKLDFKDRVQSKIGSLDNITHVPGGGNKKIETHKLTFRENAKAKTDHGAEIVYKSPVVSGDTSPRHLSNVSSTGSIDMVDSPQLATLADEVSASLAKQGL
#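 Recombinant tau protein (human, 1 uM final) plus 30 uM ODS in HEPES pH 7.4 with NaCl, DTT and thioflavine S. Compound present from the start; fluorescence at 510 nm after 15 h, 37 C.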
# CRE Fsk mod: alters forskolin-stimulated CRE reporter signaling in CHO cells | 71,000 compounds, 2.5% hits | CHO CRE-bla reporter (cAMP response element driving beta-lactamase), forskolin EC10, beta-lactamase ratio | Potency, µM (series often up to 38.2 µM), inactives show at the highest dose activity change, negative = inhibition, hits mostly activators | AID 662; active = well fitted activation curve with a large enough effect in the signal ratio, with a control signal flat, not every such curve was filed as active; inconclusive = small, poorly fitted or top-dose-only effect, or effect the other way, or a change in a side signal; the % refers to the signal ratio; note: potency is the fitted concentration of half-maximal effect; % of control where 0% means no effect
#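 Titrated compounds plus EC10 NKH 477 on CHO CRE-bla cells, 3 h, 37 °C. CCF4, 2 h RT. Ratio 460/530 nm → AC50.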
# Caspase-1 inhib: caspase-1 (human) inhibition, allosteric or competitive; 75,000 compounds, 0.03% hits; Potency, µM (titrated, usually from 57.5 µM), without a hit: at the highest dose activity change, negative = inhibition, usual class: inhibitors; P29466; Caspase-1 enzyme, Ac-WEHD-AFC fluorogenic rate;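 note: potency is the fitted concentration of half-maximal effect; plate controls were vehicle for no effect and no substrate for full effect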
# Target sequence (P29466 120-297 limits assumed): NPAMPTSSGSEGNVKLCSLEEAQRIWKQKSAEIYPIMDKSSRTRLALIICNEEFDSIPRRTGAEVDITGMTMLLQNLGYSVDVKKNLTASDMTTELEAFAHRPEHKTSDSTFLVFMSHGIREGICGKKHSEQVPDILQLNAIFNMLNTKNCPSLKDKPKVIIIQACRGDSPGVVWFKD
# Target sequence (P29466 317-404 limits assumed): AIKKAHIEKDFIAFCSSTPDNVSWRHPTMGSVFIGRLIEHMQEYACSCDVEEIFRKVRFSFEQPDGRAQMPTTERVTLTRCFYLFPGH
# USP2a inh: inhibitors of human ubiquitin-specific protease USP2a; 60,000 compounds, 0.1% hits; USP2a enzymatic assay, qHTS inhibition; Potency, µM (doses to about 38.3 µM), for inactives: top-dose activity change, negative = inhibition, hits mostly inhibitors;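 note: potency is the fitted concentration of half-maximal effect; nearly all actives have a fitted effect of over 60% in size; plate controls were DMSO for no effect and NEM full inhibition control for full effect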
#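 USP2 core (20 nM final) was preincubated with compound for 30 min at RT in 20 mM Tris-HCl pH 8.0, 2 mM CaCl2, 2 mM beta-mercaptoethanol; Ub-PLA2 (20 nM) plus NBD C6-HPC (20 uM) then added, fluorescence read after 2.5 h.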
# ERK AVP inh: inhibitors of vasopressin-stimulated ERK signaling pathway; 72,000 compounds, 0.99% hits; Potency, µM (series often up to 57.5 µM), inactives show top-dose activity, negative = inhibition, actives largely listed as inhibitors; HEK293-V1b, vasopressin-stimulated pERK AlphaScreen; AID 995; note: potency is the fitted concentration of half-maximal effect; % is set by controls: 0 for no effect and ±100 for the full control effect; nearly all actives have a fitted effect of over 55% in size
#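 HEK293 cells stably expressing V1b receptor, seeded overnight in 1% FBS, were treated with compounds for 30 min at 37C, then stimulated 5 min with 25 nM vasopressin; phospho-ERK read by AlphaScreen SureFire after lysis.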
# Casp7 inh: blocks human caspase-7 allosterically or competitively; P55210; recombinant caspase-7, Ac-DEVD-AFC fluorescence rate; 75,000 compounds, 0.02% hits; Potency, µM (titrated, usually from 57.5 µM), inactives show at the highest dose activity change, negative = inhibition, actives largely listed as inhibitors; active = well fitted inhibition curve with a large enough effect in the main read-out, with a control signal flat, not every such curve was filed as active; inconclusive = small, poorly fitted or top-dose-only effect, or a change in a side signal; note: potency is the fitted concentration of half-maximal effect; % of control where 0% means no effect
# BRCT inh green: inhibitors of human BRCA1 BRCT-phosphoprotein interaction (green fluorophore) | Potency, µM (titrated, usually from 76.9 µM), for inactives: top-dose activity change, negative = inhibition, actives largely listed as inhibitors | AID 875 | BRCA1 BRCT-phosphopeptide binding, green fluorescence polarization | 75,000 compounds, 0.05% hits;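 note: potency is the fitted concentration of half-maximal effect; plate controls were peptide without protein for full effect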
#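 Fluorescence polarization: His-tagged BRCT (~35 kDa BRCA1 C-terminus, 250 nM) bound to 100 nM fluorescein-labeled phosphorylated 10-aa BACH1 peptide, pH 7.3 phosphate buffer with DTT and Tween 20. Compounds incubated 12 min at room temperature; inhibition read as lowered polarization.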
# BRCT PPI red: disrupts BRCA1 BRCT binding to phosphoprotein, red fluorophore readout; AID 892; Potency, µM (highest dose often 76.9 µM), for inactives: top-dose activity change, negative = inhibition, usual class: inhibitors; P38398; BRCT-phosphopeptide binding, red fluorescence polarization; 75,000 compounds, 0.03% hits; note: % is set by controls: 0 for no effect and ±100 for the full control effect
#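 Rhodamine-labelled pBACH1 10-mer (100 nM) bound to BRCT domain (100 nM) at pH 7.3; compounds incubated 12 min room temperature, polarization read. Free peptide defines full inhibition; unlabelled decapeptide titrated as control.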
# Luciferase inh: firefly luciferase inhibition; P08659; purified firefly luciferase, luminescence, 8 min; 72,000 compounds, 2.2% hits; Potency, µM (series often up to 57.1 µM), for inactives: top-dose activity change, negative = inhibition, hits mostly inhibitors; note: potency is the fitted concentration of half-maximal effect; % is set by controls: 0 for no effect and ±100 for the full control effect; nearly all actives have a fitted effect of over 40% in size
#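 Firefly luciferase (PKLight detection mix) with 10 uM ATP in pH 7.2 imidazole buffer (KCl, MgCl2, Tween 20, BSA). Compounds tested across a concentration series (qHTS). Luminescence read after 8 min at ambient temperature.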
# A350 autofl: A350 region autofluorescence | Compound autofluorescence, 340/450 nm, Alexa 350 dye-equivalents; stronger effect = higher value | max dye-equivalent concentration, M | 59,000 compounds, 11% hits | AID 590; in the data active = max dye-equivalent concentration above about 10 nM; inconclusive = mostly about 1.1 nM to 9.6 nM
# HEK293 cAMP cs: raises cAMP in parental HEK293 cells, TSHR agonist counter-screen; 73,000 compounds, 2.5% hits; parental HEK293 CNG cAMP sensor, membrane potential fluorescence; Potency, µM (highest dose often 57.1 µM), without a hit: at the top dose activation, actives largely listed as activators; note: potency is the fitted concentration of half-maximal effect; % of control where 0% means no effect; nearly all actives have a fitted effect of over 55% in size
#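 Counterscreen for endogenous-receptor signalling: CNG-channel HEK 293 cells report cAMP rise by membrane depolarization. After 60 min dye equilibration with 100 uM RO 20-1724, compounds incubated 30 min before bottom-read fluorescence at 590 nm.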
# The depositor's hits bear a star; i = inactive; ? = inconclusive; / = no result given; [ ] = dose if it differs, or a comment. Unless noted, calls come from the whole dose curve; as a rule, active = well fitted curve in the direction sought with a large enough effect; inconclusive = small, poorly fitted or top-dose-only effect, or another doubt; inactive = no such curve, though single readings can be large; an effect the other way counts as inactive or inconclusive.
Compound	Tau fil binding	CRE Fsk mod	Caspase-1 inhib	USP2a inh	ERK AVP inh	Casp7 inh	BRCT inh green	BRCT PPI red	Luciferase inh	A350 autofl	HEK293 cAMP cs
COc1ccccc1N1CCN(CCCC(=O)c2ccc(F)cc2)CC1	-3%	-15%	-1%	18%	-15%	-1%	-2.2%	1.1%	2%	/	-1%
Cc1ccc2cc(C(c3nnnn3C3CCCC3)N3CCOCC3)c(=O)[nH]c2c1C (stereo unspecified)	-4%	4%	-2%	7%	-20%	0%	-0.9%	0.0%	3%	?	?
CCCCCCCCCCCCCCCC(=O)C(F)(F)F	?	28%	3%	/	17%	-2%	-2.2%	-0.9%	-2%	/	6%
Brc1cccc(-c2nnc(-c3ccccc3)o2)c1	66%	9%	-2%	2%	7%	-1%	1.8%	-2.1%	16µM*	i	?
CCn1c(C)nc2cc(S(=O)(=O)N3CCCCC3)ccc21	-2%	3%	1%	0%	-14%	-2%	1.6%	1.4%	5%	i	10%
COCCCNC(=O)c1ccc(CS(=O)(=O)Cc2cccc(C)c2)o1	-4%	?	1%	-13%	-15%	1%	-2.6%	-3.8%	3%	i	6%
CC(=O)NC1CC2CCCC(C1)N2CC(=O)N1CCCc2ccccc21 (stereo unspecified)	2%	0%	2%	5%	-12%	-5%	-2.4%	-5.7%	1%	i	?
CC(=O)[C@H]1CC[C@@H]2[C@]1(C)CC=C1[C@]23C=C[C@]2(C[C@H](O)CC[C@@]12C)[C@H](C(=O)O)[C@@H]3C(=O)O	-3%[11.4 µM]	4%[7.6 µM]	-1%[11.5 µM]	/	5%[11.5 µM]	0%[11.5 µM]	2.1%[15.4 µM]	-2.1%[15.4 µM]	4%[11.4 µM]	i	-6%[11.4 µM]

# New compounds follow:
Compound	Tau fil binding	CRE Fsk mod	Caspase-1 inhib	USP2a inh	ERK AVP inh	Casp7 inh	BRCT inh green	BRCT PPI red	Luciferase inh	A350 autofl	HEK293 cAMP cs
Cc1ccc(S(=O)(=O)N2CCCC2)cc1S(=O)(=O)N1CCCC1	-13%	-2%	-2%	/	-12%	0%	-2.9%	-0.1%	1%	i	11%
CCOC(=O)c1cccc(NC(=O)CSc2nnnn2CC)c1	-2%	5%	-1%	-4%	21%	1%	0.8%	-0.9%	?	i	-4%
Cc1ccc(Cn2c(CN3CCN(C(=O)c4ccco4)CC3)nc3c2c(=O)n(C)c(=O)n3C)cc1	-5%	-10%	-1%	-2%	0%	1%	-0.1%	-1.5%	0%	i	-2%
CN1CCN(CC(=O)N2c3ccccc3Sc3cc4ccccc4cc32)CC1	-3%[11.4 µM]	4%[7.6 µM]	1%[11.5 µM]	/	1%[11.5 µM]	-2%[11.5 µM]	1.2%[15.4 µM]	-0.3%[15.4 µM]	4%[11.4 µM]	i	23%[11.4 µM]
Cc1[nH]c2c(C)cccc2c(=O)c1Br	-5%	-6%	1%	-3%	-16%	-2%	-0.3%	-0.2%	-4%	?	8%
O=S(=O)(c1ccccc1)N1CCC2(CCCN(c3ccncc3)C2)CC1	22%	23%	0%	9%	-11%	-1%	-0.3%	-1.4%	1%[11.4 µM]	i	20µM*
CN(C)c1ccc(-c2ccc3ncnc(-n4ccnc4)c3c2)cc1	3.2µM*	?	-15%	107%[activator]	31%[activator]	-20%	-1.5%	-1.9%	-2%[2.29 µM]	i	-20%
Cc1noc(C(=O)Nc2c(C)nn(Cc3ccccc3)c2C)c1Cl	-10%	-2%	-2%	/	-3%	-2%	0.6%	0.1%	1%	/	12%

# Carrying on.
Compound	Tau fil binding	CRE Fsk mod	Caspase-1 inhib	USP2a inh	ERK AVP inh	Casp7 inh	BRCT inh green	BRCT PPI red	Luciferase inh	A350 autofl	HEK293 cAMP cs
Cn1c(CNc2ccccc2)nc2ccccc21	/	/	-2%	/	/	1%	-1.1%	0.7%	/	/	-13%
COC(=O)c1ccccc1S(=O)(=O)N(Cc1cc2cc3c(cc2[nH]c1=O)OCO3)C1CCCCC1	30%	?	-7%	1%	?	-8%	-3.1%	1.5%	1%	7.6e-08M*	17%
Cc1ccc(C(=O)CSc2nnc(-c3cccnc3)n2N)cc1	2%	?	1%	4%	-28%	1%	-2.4%	-1.6%	1%	i	-1%
COc1ccc(CNC(=O)C2CC(c3ccc(OC)cc3)=NO2)cc1 (stereo unspecified)	9%	-1%	0%	3%	-4%	1%	-1.3%	0.1%	0%	i	24%
CCOC(=O)c1c(C)c(C(=O)O)n(C)c1C	10%[11.4 µM]	-13%[7.6 µM]	0%	-1%[7.66 µM]	-17%	3%	0.4%	-0.6%	0%	/	3%[11.4 µM]
COc1ccc2nc3c(c(-c4ccccc4)c2c1)CCC3	18%	10µM*	-3%	/	22%	-4%	2.2%	-0.6%	/	/	25µM*
CC(Cc1cccs1)NC(=O)Nc1ccccc1 (stereo unspecified)	14%	-8%	-1%	-4%	-4%	0%	0.5%	0.0%	-3%	i	18%
COc1ccc(CCNC(=O)CCn2c(SCC#N)nc3ccccc3c2=O)cc1OC	474%	15%	-3%	3%	7%	1%	-0.6%	0.7%	-1%	i	-5%

# More entries:
Compound	Tau fil binding	CRE Fsk mod	Caspase-1 inhib	USP2a inh	ERK AVP inh	Casp7 inh	BRCT inh green	BRCT PPI red	Luciferase inh	A350 autofl	HEK293 cAMP cs
O=S(=O)(NCc1cccnc1)c1cccc2cccnc12	-16%	-3%	1%	-6%	-8%	-1%	-1.8%	0.0%	-1%	/	-6%
CC(=O)Nc1cccc(N(C)S(C)(=O)=O)c1	2%	9%	0%	-12%	-8%	1%	-0.1%	-0.3%	-1%	i	3%
O=C(N[C@@H](CO)[C@@H](O)c1ccc([N+](=O)[O-])cc1)C(Cl)Cl	0%[25.6 µM]	-12%[17.1 µM]	2%[25.7 µM]	-12%[17.1 µM]	-3%[25.7 µM]	0%[25.7 µM]	-2.2%[34.4 µM]	0.2%[34.4 µM]	0%[25.5 µM]	2e-08M*	?
O=C(Cn1nc(Cc2cccnc2)c2ccccc2c1=O)N1CCN(c2ccccn2)CC1	26%	8%	0%	/	5%	-1%	-1.4%	0.2%	6%	/	-2%
c1ccc(-c2csc(-c3nc4ccccc4[nH]3)n2)cc1	/	/	-2%	/	1.3µM*	-4%	?	-1.5%	/	/	/
Nc1nc(SCC(=O)NCCCO)nc2sc3c(c12)CCC3	/	/	-3%	/	/	-2%	-0.9%	-0.2%	/	/	-6%
OCC(O)C(O)C(O)C(O)C(O)CO (stereo unspecified)	/	/	2%	-12%	8%	-1%	0.2%	-0.2%	/	/	/
Cc1ccc(-c2nc3cc(NC(=O)C(C)C)ccc3o2)cc1	141%	13%	1%	6%	28%	-3%	-1.8%	1.4%	5µM*	/	?

# 2 successive records out of the list so far:
Compound	Tau fil binding	CRE Fsk mod	Caspase-1 inhib	USP2a inh	ERK AVP inh	Casp7 inh	BRCT inh green	BRCT PPI red	Luciferase inh	A350 autofl	HEK293 cAMP cs
Nc1nc(SCC(=O)NCCCO)nc2sc3c(c12)CCC3	/	/	-3%	/	/	-2%	-0.9%	-0.2%	/	/	-6%
OCC(O)C(O)C(O)C(O)C(O)CO (stereo unspecified)	/	/	2%	-12%	8%	-1%	0.2%	-0.2%	/	/	/

# (cont.)
Compound	Tau fil binding	CRE Fsk mod	Caspase-1 inhib	USP2a inh	ERK AVP inh	Casp7 inh	BRCT inh green	BRCT PPI red	Luciferase inh	A350 autofl	HEK293 cAMP cs
CCCC1(C(=O)OC)NC(c2ccc(OC)c(OC)c2)C2C(=O)N(c3ccc4c(c3)OCO4)C(=O)C21 (stereo unspecified)	-4%	12%	1%	4%	-12%	2%	-1.6%	2.2%	1%	i	10%
COc1nc(OC)nc(N2CCC(C(=O)NCc3ccco3)CC2)n1	3%	5%	0%	4%	-16%	1%	0.6%	0.3%	0%	i	0%
O=C(O)CCc1nc(-c2ccccc2Cl)no1	3%	?	-2%	-3%	6%	0%	-1.8%	1.2%	2%	1e-08M*	7%
O=C(NCc1ccccn1)Nc1cccc(NC(=O)NCc2ccccn2)c1	-6%	?	1%	7%	-5%	-1%	-2.4%	-1.0%	-7%	i	5%
CC(NC(=O)C1CCC(=O)N1Cc1ccc(F)cc1)c1ccc2c(c1)OCCO2 (stereo unspecified)	1%	-10%	-1%	/	20%	0%	3.5%	1.8%	0%	/	13%
O=C(Cn1nnc(-c2ccccc2)n1)OC1CCOC1=O (stereo unspecified)	-5%	?	-1%	-6%	-11%	-1%	-2.5%	0.9%	2%	i	-7%
CN(C(=O)COC(=O)COc1ccccc1F)C1CCS(=O)(=O)C1 (stereo unspecified)	5%	-1%	1%	-2%	9%	1%	-0.8%	-1.6%	1%	i	-2%
COc1ccc(OC)c(-n2nnnc2SCC(=O)Nc2nc(C)c(C)s2)c1	207%	9%	-1%	-2%	-3%	2%	3.8%	1.1%	3%	i	29%
